Screens: PubChem BioAssay, National Center for Advancing Translational Sciences (NCATS)
BAZ2B block – qHTS Assay for Inhibitors of BAZ2B | Bromodomain adjacent to zinc finger domain protein 2B (Homo sapiens), Q9UIF8 | Potency, µM (highest dose often 114 µM), without a hit: at the top dose activity change, negative = inhibition, most hits filed as inhibitors | AlphaScreen BAZ2B-H3K14Ac peptide displacement | 4.4% of 360,000 active | AID 504333, 2011; further: on the % scale 0 is the no-effect control and ±100 the full control effect; nearly all actives have a fitted effect of over 60% in size
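In this displacement format the biotinylated H3(5-23) peptide acetylated at Lys14 serves as ligand at 50 nM, with BAZ2B at 50 nM in PBS pH 7.4 containing 0.01% Tween-20. Donor and acceptor beads are 10 ug/mL final.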
APEX1 inh – qHTS Assay for Inhibitors of the Human Apurinic/apyrimidinic Endonuclease 1 (APE1); 0.35% of 350,000 active; Potency, µM (doses to about 65.8 µM), for inactives: at the top dose activity change, negative = inhibition, most hits filed as inhibitors; recombinant APE1, TAMRA/BHQ-2 abasic DNA cleavage fluorescence; DNA repair nuclease/redox regulator APEX1 (Homo sapiens), P27695;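 further: plate controls were vehicle for no effect and reference inhibitor for full effect; nearly all actives have a fitted effect of over 55% in size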
Target sequence (P27695 whole entry, looked up): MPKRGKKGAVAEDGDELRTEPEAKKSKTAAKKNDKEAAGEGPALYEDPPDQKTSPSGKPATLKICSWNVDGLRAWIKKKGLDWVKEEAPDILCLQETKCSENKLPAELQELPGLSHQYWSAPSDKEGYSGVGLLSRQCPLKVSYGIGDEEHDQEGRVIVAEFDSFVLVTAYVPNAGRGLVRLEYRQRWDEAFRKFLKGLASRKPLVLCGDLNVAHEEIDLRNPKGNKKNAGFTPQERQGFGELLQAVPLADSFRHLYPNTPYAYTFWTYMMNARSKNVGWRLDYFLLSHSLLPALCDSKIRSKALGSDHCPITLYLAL
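APE1 at 0.75 nM final was preincubated with compound 15 min at room temperature, then 50 nM double-stranded THF abasic-site substrate (5'-TAMRA/3'-BHQ-2) was added. Fluorescence (ex 525/em 598 nm) was read kinetically; third-minus-first read gave activity.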
POLH inh – qHTS for Inhibitors of Polymerase Eta | 1.2% of 390,000 active | Potency, µM (titrated, usually from 114 µM), inactives show at the top dose activity change, negative = inhibition, actives largely listed as inhibitors | DNA polymerase eta (Homo sapiens), Q9Y253 | recombinant Pol eta, fluorescent DNA replication assay | AID 588591, 2011; further: on the % scale 0 is the no-effect control and ±100 the full control effect
Target sequence (Q9Y253 whole entry, looked up): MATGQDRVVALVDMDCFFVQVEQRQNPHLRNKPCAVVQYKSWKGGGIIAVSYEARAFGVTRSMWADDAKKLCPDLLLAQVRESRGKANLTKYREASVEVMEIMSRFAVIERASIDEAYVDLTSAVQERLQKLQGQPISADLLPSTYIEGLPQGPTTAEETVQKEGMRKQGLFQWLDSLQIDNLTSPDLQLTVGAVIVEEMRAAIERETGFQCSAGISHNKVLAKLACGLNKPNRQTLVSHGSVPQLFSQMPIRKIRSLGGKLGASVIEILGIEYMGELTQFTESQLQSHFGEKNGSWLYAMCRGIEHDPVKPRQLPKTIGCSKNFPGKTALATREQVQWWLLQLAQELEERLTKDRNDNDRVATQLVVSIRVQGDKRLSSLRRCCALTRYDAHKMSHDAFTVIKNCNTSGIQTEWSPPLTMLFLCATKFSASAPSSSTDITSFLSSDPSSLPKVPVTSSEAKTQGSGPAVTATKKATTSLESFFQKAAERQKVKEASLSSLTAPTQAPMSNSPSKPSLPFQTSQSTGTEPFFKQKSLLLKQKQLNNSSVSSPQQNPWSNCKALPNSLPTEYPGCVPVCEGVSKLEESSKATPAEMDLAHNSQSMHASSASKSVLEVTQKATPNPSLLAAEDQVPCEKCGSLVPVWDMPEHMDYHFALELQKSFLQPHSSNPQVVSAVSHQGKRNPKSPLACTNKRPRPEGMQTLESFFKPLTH
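Fluorescent replication assay: 50 nM final substrate added after a 15 min room-temperature compound preincubation with 10 nM enzyme. Signal taken at 0 min and again at 10 min.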
POLK inh – qHTS for Inhibitors of Polymerase Kappa; purified Pol kappa, fluorescent DNA synthesis assay, 10 min; Potency, µM (doses to about 107 µM), for the others: at the highest dose activity, negative = inhibition, actives largely listed as inhibitors; 0.53% of 400,000 active; further: on the % scale 0 is the no-effect control and ±100 the full control effect
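Kinetic fluorescence screen: compound preincubated 15 min RT with 10 nM enzyme; 50 nM substrate (final) initiates; reads at 0/10 min.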
POLB inh – qHTS Assay for Inhibitors of DNA Polymerase Beta; P06746; Pol beta primer extension/strand displacement, fluorescence kinetic; Potency, µM (top dose mostly 114 µM), inactives show top-dose activity change, negative = inhibition, actives largely listed as inhibitors; 1.3% of 340,000 active; AID 485314, 2010; further: on the % scale 0 is the no-effect control and ±100 the full control effect
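Curves were derived by four-parameter Hill fits of normalized qHTS data. The kinetic fluorescent primer-extension read was taken at 0 and 10 min after 50 nM substrate, following a 15 min room-temperature preincubation of 10 nM enzyme with compounds.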
G9a inh – qHTS Assay for Inhibitors of Histone Lysine Methyltransferase G9a; G9a H3K9 monomethylation, AlphaScreen, 2 h; Potency, µM (series often up to 102 µM), inactives show at the highest dose activity, negative = inhibition, hits mostly inhibitors; 8.8% of 350,000 active; further: on the % scale 0 is the no-effect control and ±100 the full control effect; nearly all actives have a fitted effect of over 75% in size
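G9a (20 nM) was preincubated 15 min with compound, then reacted 2 h at room temperature with 500 nM biotin-H3K9 peptide and 20 µM SAM. Monomethyl-H3K9 detected by AlphaScreen using anti-H3K9me1 antibody.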
Pol iota inh – qHTS for Inhibitors of Polymerase Iota; 1% of 390,000 active; Pol iota fluorescent replication assay, 10 min; AID 588590, 2011; DNA polymerase iota (Homo sapiens), Q9UNA4; Potency, µM (titrated, usually from 115 µM), for the others: top-dose activity, negative = inhibition, hits mostly inhibitors
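Fluorescent replication assay read twice, at 0 min and 10 min after adding 50 nM (final) substrate. Enzyme (10 nM) and compounds were first incubated 15 min at room temperature; enzyme-free buffer wells were negative controls.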
BLM helicase inh – qHTS Assay for Inhibitors of Bloom's syndrome helicase (BLM); RecQ-like DNA helicase BLM (Homo sapiens), P54132; recombinant BLM DNA unwinding, fluorescence dequenching; Potency, µM (highest dose often 56.1 µM), for inactives: top-dose activity change, negative = inhibition, hits mostly inhibitors; 0.2% of 350,000 active;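 further: plate controls were vehicle for no effect and no enzyme for full effect; nearly all actives have a fitted effect of over 35% in size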
Apoferritin bind – qHTS Assay for Identification of Novel General Anesthetics; apoferritin/1-aminoanthracene competitive binding, fluorescence; Potency, µM (highest dose often 77.5 µM), inactives show top-dose activity change, negative = displacement, hits mostly inhibitors; 0.074% of 350,000 active; AID 485281, 2010; further: on the % scale 0 is the no-effect control and ±100 the full control effect; nearly all actives have a fitted effect of over 20% in size
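10 uM apoferritin + 50% sat. 1-AMA, PBS; cpd 10 min RT; Ex380/Em535 endpoint; normalized to free probe vs complex; 4-param Hill fit; propofol titration as pos. ctrl.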
* hit, by the source's call; ? = inconclusive; · = not tested or not shown; [ ] = dose if it differs, or a comment. The call rests on the fitted dose curve; in most records, active means well fitted curve in the direction sought with a large enough effect; inconclusive means small, poorly fitted or top-dose-only effect, or another doubt; inactive means no such curve, though single readings can be large; an effect the other way counts as inactive or inconclusive. Potency means the concentration at half of the fitted maximal effect.

Values run as follows: BAZ2B block | APEX1 inh | POLH inh | POLK inh | POLB inh | G9a inh | Pol iota inh | BLM helicase inh | Apoferritin bind
1: O=C(c1ccccc1Br)N1CCN(c2ccc([N+](=O)[O-])c(N3CCOCC3)c2)CC1
 : ? | 18% | -19% | 2%[60.1 µM] | -2% | -33% | -5% | -1% | -21%
2: Cc1ccc(NC(=O)C2CCCCC2)c(O)c1
 : 0% | 12% | · | · | -20% | 34%[activator] | · | -5% | ?
3: Cc1ccc(S(=O)(=O)NCC(=O)OCC(=O)Nc2ccccc2OC(F)F)cc1
 : 0% | -1% | -23% | -2% | 1%[57.1 µM] | -17% | 28% | 0% | 5%
4: COc1ccc(C(=O)NCC(=O)OCC(=O)NCc2ccc3c(c2)OCO3)cc1
 : · | -6% | -16% | 3% | · | · | 25% | · | ·
5: CCN(CC)S(=O)(=O)c1cccc(-c2nnc(SCCOc3ccccc3)o2)c1
 : 13% | -8% | -11% | -4% | 0% | 38%[activator] | 29% | -4% | -15%
6: CCO[C@H]1OC(C(=O)N2CCN(C)CC2)=C[C@@H](c2ccc3c(c2)OCO3)[C@@H]1CCCO
 : -2% | 7% | -9% | -21% | 48% | -8%[59 µM] | 10% | 3% | -2%
7: COc1ccc(CCN2CC(C(=O)NCc3cc(C(C)C)no3)CCC2=O)cc1 (stereo unspecified)
 : -2% | 49% | -10% | 15% | 20% | 18%[12.7 µM] | -10% | 0% | -9%
8: N#Cc1nc(-c2ccco2)oc1NCCCN1CCOCC1
 : 8% | 2% | -12% | -11% | 10% | 9% | 41%[activator] | -2% | -7%
9: Cc1ccccc1OCC(=O)N/N=C1\CC(=O)CC(C)(C)C1
 : -3% | -14% | 8% | -6% | 28% | 23% | 47%[activator] | -1% | -16%
10: Cc1ccc(S(=O)(=O)Nc2ccncc2)c(C)c1N(C)S(=O)(=O)c1ccc(F)cc1
 : -1% | 1% | -24% | -4% | -19% | 12%[59 µM] | 6% | 1% | 2%
11: O=C1OCC(c2ccccc2)=C1c1ccc(S(=O)(=O)N2CCOCC2)s1
 : ? | 7% | ? | -11% | ? | ? | 8% | -5% | -11%
12: COc1ccc(C(=O)N[C@H]2CCCCNC2=O)cc1OC1CCN(C(C)C)CC1
 : -4%[57.1 µM] | 18% | 3% | 0% | 51% | -4% | 24% | -1% | -10%
13: NC(=O)c1nsc(C(=O)N(Cc2ccco2)C(C(=O)NCC2CCCO2)c2ccc(O)cc2)c1N (stereo unspecified)
 : 1% | 5% | ? | 11% | 6% | 10% | 19% | -1% | -2%
14: COc1cc2nc(Cl)nc(N3CCCCC3)c2cc1OC
 : -16% | 0% | -10% | -9% | -29% | 4%[59 µM] | -6% | -1% | -5%
15: O=C(CCc1ccccc1)Nc1ccc2c(c1)C(=O)OC2
 : 0% | 18% | -6% | -9% | -2% | 4% | 105%[activator] | -1% | -2%
16: CCOc1ccc(OCC)c(NC(=O)c2cc(S(=O)(=O)N3CCCC3)cn2C)c1
 : -5% | · | -8% | -11% | 4% | -25%[59 µM] | 8% | -5% | 43%[activator]
17: COc1ccccc1C(=O)NC(=O)COC(=O)CCOc1ccccc1C
 : 15% | 8% | -21% | -3% | · | 15%[0.501 µM] | 18% | · | ·
18: Cc1noc(C)c1S(=O)(=O)Nc1ccccc1OC(F)(F)F
 : 0% | -1% | -2% | -3% | 24% | · | -9% | -1% | -13%
19: CC(C)NC(=O)COc1ccc(S(=O)(=O)N(C)Cc2ccccc2)cc1
 : 0% | 11% | -4% | -3% | 31% | -7%[12.7 µM] | -6% | -1% | -2%
20: CCOC(=O)NC(=O)c1cn(CCNCCO)c(=O)[nH]c1=O
 : -11% | -1% | 1% | -14% | 12% | -7% | 77%[activator] | 1% | -4%
21: CC(C)(C)c1nc2ccccc2c2nnc(SCC(=O)Nc3nccs3)n12
 : 3% | 5% | -2% | -5% | 14% | 14%[0.501 µM] | 22% | -3% | -5%
22: Cc1ccc(N(CC(=O)NCCc2ccccc2)C(=O)c2csnn2)cc1
 : -1% | 32% | -6% | -9% | -24% | 9% | 9% | -2% | -8%
23: N#C/C(=C\c1ccc(OCCN2CCOCC2)cc1)C(=O)Nc1ccccc1F
 : -14% | 8% | 5% | -6% | 0% | · | 19% | 2% | -12%
24: CC1CCN(c2ccc3nnc(CCC(=O)NC(C)C)n3n2)CC1
 : 2% | -12% | -18% | 3% | 16% | 15% | 110%[activator] | 1% | 0%
25: CC1CC(C)CN(C(=O)c2nn(C)c3c2CSc2ccccc2-3)C1 (stereo unspecified)
 : 2% | 9% | -15% | 2% | -10% | · | 7% | -3% | ?
26: CCN(CC)S(=O)(=O)c1ccc(C(=O)N2CCc3ccccc32)cc1
 : -5% | 4% | -5% | 0% | -27% | 13% | 64%[activator] | -1% | -2%
27: COc1ccc(NC(=O)c2oc3ccccc3c2NC(=O)c2cc(OC)c(OC)c(OC)c2)cc1
 : -6% | · | -16% | -11% | -28% | ? | 15% | -11% | 64%[activator]
28: CCCCn1c(N)c(N(CCC(C)C)C(=O)COC(=O)c2cccnc2OCC)c(=O)[nH]c1=O
 : 11% | 21% | 0% | -1% | · | 10%[59 µM] | -16% | · | ·
29: COc1cc(/C=N/S(=O)(=O)CCc2ccccc2)ccc1O
 : -4% | 5% | -9% | -17% | -1% | 13%[59 µM] | -3% | 3% | 8%
30: O=C(N[C@@H](Cc1ccccc1)C(=O)NC1CCCCCC1)c1ccco1
 : 10% | 13% | -11% | 0% | 12% | -8% | 10% | -3% | -9%

Brought forward from above: three entries, followed by the next part.
Values run as follows: BAZ2B block | APEX1 inh | POLH inh | POLK inh | POLB inh | G9a inh | Pol iota inh | BLM helicase inh | Apoferritin bind
28: CCCCn1c(N)c(N(CCC(C)C)C(=O)COC(=O)c2cccnc2OCC)c(=O)[nH]c1=O
 : 11% | 21% | 0% | -1% | · | 10%[59 µM] | -16% | · | ·
29: COc1cc(/C=N/S(=O)(=O)CCc2ccccc2)ccc1O
 : -4% | 5% | -9% | -17% | -1% | 13%[59 µM] | -3% | 3% | 8%
30: O=C(N[C@@H](Cc1ccccc1)C(=O)NC1CCCCCC1)c1ccco1
 : 10% | 13% | -11% | 0% | 12% | -8% | 10% | -3% | -9%
31: Cn1nccc1C(=O)Nc1cccc(C(F)(F)F)c1
 : -3% | -1% | -14% | 4% | -1% | -1% | 6% | -2% | -13%
32: CCC(C)c1ccc(NC(=O)C/C(C)=N/NC(=O)c2cnccn2)cc1 (stereo unspecified)
 : 11% | 0% | -14% | -3% | 10% | -14%[59 µM] | 64%[activator] | -2% | ?
33: CCc1cc(=O)oc2c(C)c(O)c(CN(C)C)cc12
 : 9% | 2% | -11% | 4% | 10% | -5% | 13% | -1% | ·
34: COc1cccc(CN2C(=O)CN(C3CCCCC3)C(=O)C2c2ccc(OC)c(OC)c2)c1 (stereo unspecified)
 : -3% | · | -10% | -2%[60.1 µM] | 7% | 4%[59 µM] | -4% | -1% | 4%
35: O=C(NNC1=NCCN1Cc1ccccc1)c1cccc(C(F)(F)F)c1
 : 1% | -1% | -15% | 4% | 13% | 16% | 84%[activator] | -2% | -3%
36: COc1ccc(C(OCCN2CCC[C@H](C(=O)O)C2)(c2ccc(OC)cc2)c2ccc(OC)cc2)cc1
 : · | -2% | · | -9%[12 µM] | · | · | · | -1% | -7%
37: O=C(NCCC(c1ccccc1)c1ccccc1)c1ccc(Br)o1
 : -27% | -2% | -5% | -22% | -20% | ? | ? | -11% | -14%
38: CC(=O)/C(=N\Nc1ccccc1)Sc1nncn1C
 : ? | 1% | -18% | -1% | -18% | 4µM* | 16% | 4% | -8%
39: CCOC(=O)Nc1ccc(C(=O)NCC2CCCO2)cc1 (stereo unspecified)
 : 9% | 3% | 2% | -7% | 45% | -10%[0.0925 µM] | 0% | -3% | -4%
40: COc1ccc(Nc2nc(=O)[nH]nc2C)cc1
 : 2% | 1% | 6% | 0%[60.1 µM] | -23% | 9%[59 µM] | 14% | -2% | 46%[activator]
41: COc1ccc(-n2ccn(Cc3ccccc3Cl)c(=O)c2=O)cc1OC
 : 4% | · | -16% | -9% | -10% | -3%[59 µM] | 26% | -2% | 4%
42: C=C(C)CCC1(C)NC(=O)N(c2ccccc2)N1 (stereo unspecified)
 : -19% | 4% | -19% | 3% | -19% | ? | 34%[activator] | -1% | 5%
43: CC[C@H](C)[C@H](NC(=O)[C@H](CCCNC(=N)N)NC(=O)[C@@H](NC(=O)[C@H](CCCNC(=N)N)NC(=O)[C@H](CCCCN)NC(=O)[C@H](CCCNC(=N)N)NC(=O)[C@@H](NC(=O)[C@H](CC(N)=O)NC(=O)[C@@H](N)CS)[C@@H](C)O)[C@@H](C)CC)C(=O)N[C@@H](CCC(N)=O)C(=O)N[C@@H](CCCNC(=N)N)C(=O)NCC(=O)N1CCC[C@H]1C(=O)NCC(=O)N[C@@H](CCCNC(=N)N)C(=O)N[C@@H](C)C(=O)N[C@@H](Cc1ccccc1)C(=O)N[C@H](C(=O)N[C@H](C(=O)N[C@H](C(=O)NCC(=O)N[C@@H](CCCCN)C(=O)O)[C@@H](C)CC)[C@@H](C)O)C(C)C
 : · | 13% | · | -11%[12 µM] | · | · | · | -18% | -9%
44: COc1ccc2oc(=O)c(C(=O)N3CCN(c4cc(Cl)ccc4Cl)CC3)cc2c1
 : -20% | · | -17% | -4% | -12% | ? | -11% | -7% | -16%
45: COc1ccc(CNC(=O)c2nnn(Cc3ccc(OC)cc3)c2N)cc1
 : 9% | 10% | -3% | 5% | 6% | -4%[59 µM] | 16% | 0% | 3%
46: Cc1c(CCC(=O)N[C@@H](CC(C)C)C(=O)O)c(=O)oc2cc3oc4c(c3cc12)CCCC4
 : -12% | 26% | 6% | -3% | -1% | -2% | -30% | -4% | 4%

This is a subset; rates above refer to the full screens.
